LGR2 antag – Drosophila LGR2 receptor signaling inhibition | inhibition, % at 9.99 µM | HEK293 LGR2, CRE-luciferase, bursicon-stimulated, 4 h | 380,000 tested, 0.35% active;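 active = drop in luminescence signal, shown as inhibition above about 50% in the replicate tests, limit read from the data, passing the limit was not always enough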;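 also: agonist challenge used bursicon conditioned medium at about half maximal strength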
C2C12 statin – suppressors of simvastatin-induced myotoxicity in C2C12 myotubes; rescue of ATP level, % at 7.49 µM; ATP luminescence, 48 h; scaled: DMSO 0, geranylgeraniol control 100; 330,000 tested, 0.78% active;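 active = mean ATP rescue above about 67%, or every replicate alone reaching that limit, limit read from the data, passing the limit was not always enough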;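 also: myotubes were challenged with 10 µM simvastatin during compound exposure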
PGC1a acetyl inh – lowers PGC1a acetylation signal in U2OS cells | AlphaScreen anti-acetyl-lysine; with virally co-expressed GCN5 acetyltransferase | inhibition, % at 15.6 µM | 350,000 tested, 0.17% active | AID 651687;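 active = every replicate shows inhibition of at least 40%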;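 also: 0% = neutral control wells and 100% = positive control wells; some results beyond the cut were filed as inactive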
ERAP1 inh – inhibitors of human ERAP1 aminopeptidase; inhibition, % at 10.7 µM; recombinant ERAP1, Leu-AMC fluorescence, 60 min; 340,000 tested, 0.15% active; AID 652197; Q9NZ08;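 active = mean replicate inhibition of at least 30%, or all replicates individually reaching that 30% level; inactive = mean below 30% and not every replicate reaching it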;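 also: 0% = neutral control wells and 100% = L-leucinethiol positive control wells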
Target sequence (Q9NZ08 whole entry, looked up): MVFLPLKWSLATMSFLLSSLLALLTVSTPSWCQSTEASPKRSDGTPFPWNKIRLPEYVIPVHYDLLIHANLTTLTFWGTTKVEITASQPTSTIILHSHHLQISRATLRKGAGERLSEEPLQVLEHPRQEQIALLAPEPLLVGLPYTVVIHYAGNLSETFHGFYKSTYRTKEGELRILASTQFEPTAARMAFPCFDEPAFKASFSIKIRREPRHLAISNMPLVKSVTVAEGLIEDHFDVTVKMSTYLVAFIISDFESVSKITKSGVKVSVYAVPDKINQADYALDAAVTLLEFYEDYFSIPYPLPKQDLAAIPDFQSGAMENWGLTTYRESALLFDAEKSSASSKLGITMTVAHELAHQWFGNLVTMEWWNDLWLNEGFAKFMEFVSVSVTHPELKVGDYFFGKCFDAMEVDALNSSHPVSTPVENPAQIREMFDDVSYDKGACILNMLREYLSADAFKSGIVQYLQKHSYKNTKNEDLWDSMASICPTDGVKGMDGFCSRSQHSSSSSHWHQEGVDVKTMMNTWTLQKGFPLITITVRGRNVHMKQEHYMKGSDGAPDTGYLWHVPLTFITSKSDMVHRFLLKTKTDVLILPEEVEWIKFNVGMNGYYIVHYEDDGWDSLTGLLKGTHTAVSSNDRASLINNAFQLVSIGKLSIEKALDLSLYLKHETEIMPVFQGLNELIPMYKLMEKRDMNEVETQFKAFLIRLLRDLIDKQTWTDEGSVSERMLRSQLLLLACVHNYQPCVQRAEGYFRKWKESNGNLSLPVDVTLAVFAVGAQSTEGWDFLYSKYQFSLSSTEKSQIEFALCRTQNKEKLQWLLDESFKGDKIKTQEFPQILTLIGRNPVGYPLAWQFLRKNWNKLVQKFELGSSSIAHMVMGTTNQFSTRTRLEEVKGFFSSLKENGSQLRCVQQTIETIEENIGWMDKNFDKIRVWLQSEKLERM
Xi reactivation – X-chromosome reactivation activator; 360,000 tested, 0.055% active; XiGFP mouse fibroblasts, % GFP-positive cells imaging, 3 d; cells co-treated with 5-aza-dC sensitizer; scaled so ellipticine positive control = 100%; activation, % at 7.58 µM;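 active = mean normalized replicate activation at least 10% and every replicate at or above 10%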;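 also: 0% = median of on-plate neutral control wells and 100% = ellipticine 6 µM median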
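Material: SV40-immortalized XiGFP fibroblast cells, line 68-5-11 | Buffer or medium: DMEM containing 5-aza-dC | Dosing: One concentration, pinned | Times: 3 d treatment, 15 min room-temperature fixation | Controls: Ellipticine 6 µM positive control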
S100A4 MyoIIA – inhibitors of human S100A4 binding to myosin IIA peptide; P26447; S100A4/TAMRA-MyoIIA peptide fluorescence polarization; inhibition, % at 10.7 µM; 360,000 tested, 0.14% active; AID 652163;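 active = mean inhibition of at least 70% across replicates, with every replicate also reaching that level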
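Material: S100A4 monomer (human). Medium: Calcium-containing HEPES buffer, pH 7.2. Probe or stimulus: labelled myosin peptide probe, 5 nM. Compound dosing: one concentration per compound. Timing: polarization read 5 min after assay mix addition, stable 5–60 min. Benchmarks: DMSO as neutral control, TFP as positive control.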
Cneo AK release – causes C. neoformans cell lysis; lysis activity, % at 15 µM; adenylate kinase release luminescence, 4 h; normalised: neutral wells 0, clomiphene wells 100; 360,000 tested, 0.2% active; AID 651654;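 active = mean lysis activity across replicates of at least 80%, whatever share of replicates individually reach that level; inactive = mean lysis activity below 80%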
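Material: C. neoformans cells; Schedule: 4 h static compound exposure, 37 °C, read 1 h post-reagent; Measured by: adenylate kinase release luminescence; Read-out: signal increase indicating cell lysis; Controls: Clomiphene as positive lysis control.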
SIRT5 inh – inhibitors of human sirtuin-5 desuccinylase. Q9NXA8. Purified SirT5, succinyl-peptide AMC, trypsin-coupled fluorescence. inhibition, % at 15 µM. 330,000 tested, 1.1% active. AID 652115; in the data active = inhibition above about 15%
* hit, by the source's call; . = not tested or not shown; & = joins results of further samples. Only part of the results is shown, so the mix of outcomes need not match the whole.

Preview:
SMILES	LGR2 antag	C2C12 statin	PGC1a acetyl inh	ERAP1 inh	Xi reactivation	S100A4 MyoIIA	Cneo AK release	SIRT5 inh
C/C=C/c1cnc2c(c1)C(=O)N([C@@H](C)CO)C[C@H](C)[C@@H](CN(C)C(=O)C1CCOCC1)O2	0	9	11	-4	-0.7	-2	-4	-2
Cc1cc(C)nc(-n2nc(C)cc2NC(=O)CN2CCc3ccccc3C2)n1	-11	-6	-16	-3	.	2	55	-7
COc1cc(/C=C2/C(=N)N3OC(C)=CC3=NC2=O)ccc1OC(=O)c1ccco1	3	.	-4	12	0.0	3	.	-1
COC(=O)CC1C(=O)NCCN1Cc1cn(-c2ccc(C)cc2)nc1-c1cccc(C)c1 (stereo unspecified)	7	6	6	22	0.0	5	0	2
COc1ccc(NC(=O)N(C)C[C@H]2OCCCC[C@H](C)Oc3ccc(NC(=O)NC4CCCCC4)cc3C(=O)N([C@@H](C)CO)C[C@@H]2C)cc1	16	.	-11	-2	0.2	-14	2	-5
O=C(NCCCO)NC(=S)c1cccc2ccccc12	11	.	.	-3	-0.1	-2	.	0
C=CCC[C@H](Cc1ccc(F)cc1)C(=O)OC[C@@H](NC(=O)[C@@H](CC=C)CC(=O)N(CCO)Cc1ccccc1)C(C)(C)C	17	1	.	-2	-0.1	33	0	.
COCCn1c(-c2ccc(OC)cc2)cnc1SCC(=O)Nc1ccc(OC)cc1OC	-3	.	.	4	0.4	-5	.	-1
COc1ccc(CN(C)C[C@@H]2Oc3c(NC(=O)C4CCOCC4)cccc3C(=O)N([C@H](C)CO)C[C@H]2C)cc1	-1	7	-8	-2	0.1	-1	-1	-3
C[C@H](NC(=O)c1nc[nH]c1C(=O)NCc1ccc(CNC(=O)OC(C)(C)C)cc1)c1ccccc1	-5	15	-19	-2	0.0	-1	0	-3
O=C(N/C(=C/c1ccccc1Cl)C(=O)N1CCCC1)c1ccccc1	19	.	.	7	2.4	3	.	-6
C[C@@H]1CCCCO[C@@H](CN(C)Cc2ccccc2)[C@@H](C)CN([C@@H](C)CO)C(=O)c2cc(NC(=O)Nc3ccc(F)cc3)ccc2O1	-1	.	4	3	0.0	5	9	5
COc1cc(C(=O)n2cnc3ccccc32)c([N+](=O)[O-])cc1OC	5	6	.	0	0.0	6	-3	-2
C[C@H](CO)N1C[C@H](C)[C@H](CN(C)C(=O)Nc2ccc(F)cc2)OCc2cnnn2CCCC1=O	-6&8	16&-9	10&-1	-13&16	0.1&-0.4	-1&-23	1	-3&3
COc1cc(/C=C/C(=O)NC(=O)c2ccccc2O)ccc1O	-2	-2	0	3	0.0	3	-9	2
CCOC(=O)CNC(c1ccccc1)c1cc(Br)ccc1NC(=O)CCN1CCOCC1 (stereo unspecified)	10	3	-10	-2	0.0	1	.	-4

This part in full, previewed entries included:
SMILES	LGR2 antag	C2C12 statin	PGC1a acetyl inh	ERAP1 inh	Xi reactivation	S100A4 MyoIIA	Cneo AK release	SIRT5 inh
C/C=C/c1cnc2c(c1)C(=O)N([C@@H](C)CO)C[C@H](C)[C@@H](CN(C)C(=O)C1CCOCC1)O2	0	9	11	-4	-0.7	-2	-4	-2
Cc1cc(C)nc(-n2nc(C)cc2NC(=O)CN2CCc3ccccc3C2)n1	-11	-6	-16	-3	.	2	55	-7
COc1cc(/C=C2/C(=N)N3OC(C)=CC3=NC2=O)ccc1OC(=O)c1ccco1	3	.	-4	12	0.0	3	.	-1
COC(=O)CC1C(=O)NCCN1Cc1cn(-c2ccc(C)cc2)nc1-c1cccc(C)c1 (stereo unspecified)	7	6	6	22	0.0	5	0	2
COc1ccc(NC(=O)N(C)C[C@H]2OCCCC[C@H](C)Oc3ccc(NC(=O)NC4CCCCC4)cc3C(=O)N([C@@H](C)CO)C[C@@H]2C)cc1	16	.	-11	-2	0.2	-14	2	-5
O=C(NCCCO)NC(=S)c1cccc2ccccc12	11	.	.	-3	-0.1	-2	.	0
C=CCC[C@H](Cc1ccc(F)cc1)C(=O)OC[C@@H](NC(=O)[C@@H](CC=C)CC(=O)N(CCO)Cc1ccccc1)C(C)(C)C	17	1	.	-2	-0.1	33	0	.
COCCn1c(-c2ccc(OC)cc2)cnc1SCC(=O)Nc1ccc(OC)cc1OC	-3	.	.	4	0.4	-5	.	-1
COc1ccc(CN(C)C[C@@H]2Oc3c(NC(=O)C4CCOCC4)cccc3C(=O)N([C@H](C)CO)C[C@H]2C)cc1	-1	7	-8	-2	0.1	-1	-1	-3
C[C@H](NC(=O)c1nc[nH]c1C(=O)NCc1ccc(CNC(=O)OC(C)(C)C)cc1)c1ccccc1	-5	15	-19	-2	0.0	-1	0	-3
O=C(N/C(=C/c1ccccc1Cl)C(=O)N1CCCC1)c1ccccc1	19	.	.	7	2.4	3	.	-6
C[C@@H]1CCCCO[C@@H](CN(C)Cc2ccccc2)[C@@H](C)CN([C@@H](C)CO)C(=O)c2cc(NC(=O)Nc3ccc(F)cc3)ccc2O1	-1	.	4	3	0.0	5	9	5
COc1cc(C(=O)n2cnc3ccccc32)c([N+](=O)[O-])cc1OC	5	6	.	0	0.0	6	-3	-2
C[C@H](CO)N1C[C@H](C)[C@H](CN(C)C(=O)Nc2ccc(F)cc2)OCc2cnnn2CCCC1=O	-6&8	16&-9	10&-1	-13&16	0.1&-0.4	-1&-23	1	-3&3
COc1cc(/C=C/C(=O)NC(=O)c2ccccc2O)ccc1O	-2	-2	0	3	0.0	3	-9	2
CCOC(=O)CNC(c1ccccc1)c1cc(Br)ccc1NC(=O)CCN1CCOCC1 (stereo unspecified)	10	3	-10	-2	0.0	1	.	-4
O=C(C[C@H]1CC[C@H](NC(=O)c2cccc(F)c2)[C@H](CO)O1)NCc1ccccc1	-3	1	3	-1	0.2	10	-3	-6
O=C(Nc1cc(C(F)(F)F)ccc1N1CCOCC1)C1CCCO1 (stereo unspecified)	4	-3	3	-5	-0.1	0	-2	-1
CSc1nc2cc(C)nn2c(-c2ccccc2Cl)c1C#N	.	.	-3	0	0.1	-1	.	-3
O=C(CCc1nc2ccccc2n1-c1ccccc1)NCCO	0	0	.	-3	0.1	6	0	-4
Cc1ccc(OCC(=O)Nc2cccc(S(=O)(=O)NC3=NCCCCC3)c2)cc1C	2	3	-4	0	0.1	-8	-6	0
C[C@@H]1CN([C@H](C)CO)C(=O)Cc2cc(NC(=O)c3ccncc3)ccc2O[C@H]1CN(C)S(C)(=O)=O	8	12	-2	2	0.0	-5	-6	0
COc1cccc(/C=N/NC(=O)C(c2ccncc2)N2CCOCC2)c1 (stereo unspecified)	-10	.	9	.	-0.1	-4	-1	2
COc1ccccc1-c1cccc(-c2nc(C(=O)N3CCOCC3)cc3c2[C@H](CCO)N([S@@](=O)C(C)(C)C)C3)c1	-1	-1	-5	-1	-0.1	-54	-8	-6
Cc1cc(-c2nnnn2-c2cc(Cl)cc(Cl)c2)no1	5	1	-1	1	0.0	3	2	-2
COc1ccc(CN(C)C[C@H]2Oc3ccc(NS(=O)(=O)c4ccc(C)cc4)cc3CC(=O)N([C@@H](C)CO)C[C@H]2C)cc1	23	26	-18	-4	0.0	5	6	4
Cc1noc(C)c1NC(=O)Nc1ccc2c(c1)C(=O)N([C@@H](C)CO)C[C@@H](C)[C@@H](CN(C)C(=O)Nc1cccc3ccccc13)OCCCC[C@@H](C)O2	1	.	6	.	0.3	.	-12	.
O=c1nc2n(c3cccc(Cl)c13)CCCCC2	-13	.	.	-1	0.0	-5	.	0
CC(C)C#Cc1ccc([C@H]2[C@H]3CN(C(=O)c4ccccn4)CC(=O)N3[C@H]2CO)cc1	-1	.	5	0	0.2	-37	.	-1
COC(=O)c1cc(C)sc1NC(=O)CN1CCN(C(=O)C2CCCO2)CC1 (stereo unspecified)	14	12	.	0	0.1	2	4	-2
CC(NC(=O)c1cc2ccccc2oc1=O)c1ccc(O)cc1 (stereo unspecified)	-17	.	.	1	0.1	-3	.	-4
CCN(CC)CCN(C(=O)c1ccc(C(=O)c2ccccc2)cc1)c1nc2cc3c(cc2s1)OCO3	-3	-4	1	4	-0.1	2	5	-3
COc1cccc(C(=O)Oc2ccc(N3C(=O)CCC3=O)c(C)c2)c1	4	.	-7	-4	0.4	1	.	16*
CCOC(=O)C1CCCN(Cc2c(F)cccc2Cl)C1 (stereo unspecified)	0	-4	-4	1	.	-8	-4	0
Cc1noc(C)c1S(=O)(=O)N(C)C[C@@H]1Oc2ccc(NC(=O)C3CCCCC3)cc2CC(=O)N([C@H](C)CO)C[C@H]1C	1	-2	12	-1	0.1	8	-3	-6
COc1ccc2c3c(n(C)c2c1)[C@@H](CO)N(CC1CC1)CC31CN(S(=O)(=O)c2cccs2)C1	0	.	-3	0	0.0	-2	.	-1
Cc1ccccc1NS(=O)(=O)c1nnc(NC(=O)c2ccccc2F)s1	21	-1	13	4	0.1	-1	5	6
C[C@H](CO)N1C[C@H](C)[C@@H](CN(C)C(=O)Nc2ccc(C(F)(F)F)cc2)Oc2c(NC(=O)Nc3ccc(F)cc3)cccc2C1=O	-18	-48	-2	2	-0.1	-3	1	5
O=C(C[C@H]1CC[C@@H]2[C@H](COC[C@@H](O)CN2Cc2ccc(C(F)(F)F)cc2)O1)N1CCc2ccccc2C1	-1	25	-6	.	0.2	.	2	.
C=Cc1ccc(Cn2c(C)c(C(=O)NCCC#N)sc2=O)cc1	-8	27	.	.	-0.1	-1	0	.
O=C(/C=C/[C@H]1O[C@@H](n2cnc3c(NC(=O)c4ccccc4)ncnc32)[C@H](O)[C@@H]1O)NCc1ccccc1	-8	3	-11	1	-0.3	-2	0	1

Screens as filed in PubChem BioAssay.
